Assay outcomes: PubChem, Sanford-Burnham Center for Chemical Genomics
Mdm2-MdmX inh: inhibitors of human Mdm2-MdmX association, primary screen, cell-based, luminescence, split luciferase, SaOS-2, uHTS. actives 3% (n = 330,000). AID 485346, 2010. SaOS-2 split-luciferase Mdm2/MdmX complementation. inhibition, % at 8 µM;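 active means inhibition of at least 50% at 8 µM in the primary screen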
Target sequence (O15151 whole entry, looked up): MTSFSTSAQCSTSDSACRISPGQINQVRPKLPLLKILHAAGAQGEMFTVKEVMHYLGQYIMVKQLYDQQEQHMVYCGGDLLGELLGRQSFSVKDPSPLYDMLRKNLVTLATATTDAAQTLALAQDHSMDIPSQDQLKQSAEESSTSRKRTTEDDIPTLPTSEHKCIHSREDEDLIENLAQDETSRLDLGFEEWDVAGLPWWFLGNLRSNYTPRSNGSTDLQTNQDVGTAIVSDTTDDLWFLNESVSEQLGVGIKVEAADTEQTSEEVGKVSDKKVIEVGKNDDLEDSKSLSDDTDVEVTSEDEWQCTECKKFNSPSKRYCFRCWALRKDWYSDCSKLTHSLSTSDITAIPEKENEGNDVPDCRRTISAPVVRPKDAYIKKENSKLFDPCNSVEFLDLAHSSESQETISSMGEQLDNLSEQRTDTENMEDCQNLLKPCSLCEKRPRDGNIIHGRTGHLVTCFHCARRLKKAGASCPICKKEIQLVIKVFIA
Target sequence (Q00987 whole entry, looked up): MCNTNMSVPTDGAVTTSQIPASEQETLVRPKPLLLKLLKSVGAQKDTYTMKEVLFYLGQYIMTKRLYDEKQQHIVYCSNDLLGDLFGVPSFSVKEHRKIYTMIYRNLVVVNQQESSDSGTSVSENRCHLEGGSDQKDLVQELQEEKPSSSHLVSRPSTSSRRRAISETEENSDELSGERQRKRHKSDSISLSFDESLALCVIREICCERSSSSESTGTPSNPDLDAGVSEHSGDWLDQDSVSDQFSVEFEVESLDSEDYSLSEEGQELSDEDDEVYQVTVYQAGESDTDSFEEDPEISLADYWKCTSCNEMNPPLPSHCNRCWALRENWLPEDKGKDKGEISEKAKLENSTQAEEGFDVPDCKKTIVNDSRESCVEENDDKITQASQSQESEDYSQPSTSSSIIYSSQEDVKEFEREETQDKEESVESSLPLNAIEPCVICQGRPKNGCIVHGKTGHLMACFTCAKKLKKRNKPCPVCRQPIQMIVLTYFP
Jurkat NFkB inh: inhibitors of induced NF-kB luciferase reporter, primary screen, TCR NF-kB activation inhibitor project, cell-based, luminescence, uHTS; Jurkat, PMA/ionomycin-induced NF-kB luciferase reporter; inhibition, % at 4 µM; actives 0.53% (n = 330,000); in the data active means inhibition above about 50%
tim23-1 inh: growth inhibitors of tim23-1 mutant yeast, primary screen, luminescence, uHTS; S. cerevisiae tim23-1 growth, BacTiter-Glo luminescence, 24 h; inhibition, % at 20 µM; actives 1.3% (n = 330,000); AID 463212, 2010;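 active means growth inhibition of the mutant yeast at or above 50%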;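 further: temperature-sensitive mutant grown at 25 °C; plate controls were DMSO-treated mutant yeast for no effect and medium wells lacking yeast for full effect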
UPR XBP1 act: activators of adaptive XBP1 UPR arm, primary screen, cell-based, CHO-XBP1 luciferase reporter, luminescence, uHTS; AID 463104, 2010; IRE1-XBP1 UPR activation; percent of tunicamycin response, DMSO as zero; actives 0.33% (n = 330,000); activation, % at 20 µM;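 active means versus positive control, 20 µM dose yields 30% or more activation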;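 further: 100% = tunicamycin at 10 µg/mL and 0% = DMSO only wells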
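Material: CHO cell line with stable XBP1 luciferase reporter; buffer or medium: F12 medium containing 10% fetal bovine serum; compound: single point, 20 µM final compound, 1% DMSO; incubation: 6 h treatment, 37 °C; measured by: glow luminescence from Steady-Glo reagent; evaluation: activation, % of tunicamycin; control set: tunicamycin high, DMSO low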
TIM10 inh: growth inhibitors of isogenic TIM10 control yeast, primary screen, counter-screen for tim10-1 yeast inhibitor project, luminescence, uHTS; S. cerevisiae TIM10 strain growth, BacTiter-Glo luminescence, 24 h; inhibition, % at 10 µM; actives 1.4% (n = 330,000); AID 463195, 2010;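 active means inhibition of 40% or more at the single tested concentration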;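 further: wild-type TIM10 isogenic control strain grown at permissive 25 °C; 0% = DMSO yeast wells and 100% = minimal medium wells without yeast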
tim10-1 inh: growth inhibitors of tim10-1 mutant yeast, primary screen, luminescence, uHTS | S. cerevisiae tim10-1 ts strain growth, BacTiter-Glo, 24 h | inhibition, % at 20 µM | actives 2.2% (n = 330,000) | AID 463190, 2010;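 active means inhibition of at least 40%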;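 further: mutant grown at 25 °C; 0% = DMSO wells with yeast and 100% = wells holding no yeast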
697 NFkB inh: inhibitors of PMA/ionomycin-induced NF-kB reporter, 697 cells, primary screen, B-cell NF-kB inhibitor project, cell-based, luminescence, uHTS; AID 435022, 2010; actives 0.33% (n = 330,000); 697 B-cell NF-kB luciferase reporter, 16 h; inhibition, % at 4 µM; in the data active means inhibition above about 35%
CHOP UPR activ: activators of apoptotic CHOP UPR arm, primary screen, cell-based, CHO-CHOP luciferase reporter, luminescence, uHTS | UPR activation; percent of tunicamycin response over DMSO baseline | activation, % at 10 µM | AID 449763, 2010 | actives 0.34% (n = 330,000);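 active means at 10 µM dose, activation of 40% or more, normalized to positive control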;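 further: 100% = tunicamycin at 10 µg/mL and 0% = DMSO alone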
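Dosing – one dose, 10 µM in 0.5% DMSO · System – CHO-CHOP cells, stable luciferase reporter of PERK-eIF2a-CHOP signalling · Input – 500 cells/well · Control set – tunicamycin 10 µg/mL final as positive, DMSO-only wells as negative · Timing – 6 h compound treatment, 37 °C · Measure – % activation vs tunicamycin · Technique – luminescence read with Steady-Glo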
The depositor's hits bear a star.

Below each compound: 697 NFkB inh, CHOP UPR activ, Mdm2-MdmX inh, TIM10 inh, tim10-1 inh, tim23-1 inh, Jurkat NFkB inh, UPR XBP1 act
- Cc1ccc(S(=O)(=O)/N=C2/NC(=O)/C(=C\c3ccccc3)S2)cc1
    -5, 0.0, -17, 11, 11, 39, 4, -2
- COc1cccc(CNC(=O)C2CCN(S(=O)(=O)c3ccc(Br)s3)CC2)c1
    14, -0.6, 20, -14, 21, 6, 12, -4
- CCC(C)[C@H](NC(=O)N1CCC(C)CC1)C(=O)O (stereo partly drawn)
    14, -0.4, 18, 12, 2, -1, 2, 0
- N#CC(c1ccccc1)N(CCCCl)C(=O)c1ccc(Br)cc1 (stereo not drawn)
    -15, 0.0, 9, 24, 21, 13, 6, 2
- COc1ccc(N(CC(=O)Nc2ccc(C)c(C)c2)C2=NC3CS(=O)(=O)CC3S2)cc1 (stereo not drawn)
    -8, -0.1, 13, -8, 4, -6, 5, -4
- Cc1noc(C)c1S(=O)(=O)N1CCCN(C(=O)/C=C/c2ccccc2F)CC1
    10, 0.5, -24, 7, 24, 26, 7, 1
- CCCC(=O)Nc1ccc(NC(=O)C23CC4CC(CC(C4)C2)C3)cn1
    8, -2.1, 16, 30, 44*, 40, -28, -1
- O=C(CCC1CCCC1)NNC(=O)COc1ccc(Br)cc1
    -2, -1.5, 1, -9, -13, -2, -2, 3
- Cc1ccc(OCCN(C)C(=O)C2CCC(=O)N(CCCN3CCOCC3)C2)cc1 (stereo not drawn)
    -28, 0.7, -4, -3, -3, -6, -6, -4
- COc1ccccc1N1CCN(CC(=O)Nc2ccc(C)c(F)c2)CC1
    12, -2.1, -7, 6, 12, 4, -2, -2
- O=C(c1ccc(N2CCCC2)c([N+](=O)[O-])c1)N1CCN(CCO)CC1
    15, -1.5, -13, -23, 0, -1, -1, -1
- Cc1cc(C(=O)CN2C(=O)NC3(CCCCC3)C2=O)c(C)n1Cc1ccco1
    -138, 4.4, -93, 0, 4, 5, -128, 2
- COc1cc(NCCCCCCCN)c2ncccc2c1
    -44, 0.0, 34, 9, 29, -8, 93*, 1
- COc1ccc(CNS(=O)(=O)c2cc(OCC(N)=O)c(C)cc2Cl)cc1
    7, 0.7, 18, 8, 1, -4, 19, -2
- CCC(C)(C)NC(=O)C(c1cccs1)N(C(=O)c1ccn[nH]1)c1cccc(OC)c1 (stereo not drawn)
    16, -3.2, 11, 8, 16, 13, -2, -4
- COc1cc(OC)c(C2C(C(=O)Nc3ccc(C)cc3C)=C(C)Nc3ncnn32)cc1OC (stereo not drawn)
    -4, 0.7, -13, -7, -4, -1, -3, -4
- Cc1cc(C)cc(-n2c(SCC(=O)NCc3ccco3)nc3ccccc3c2=O)c1
    22, -1.6, 3, -24, -11, -20, 0, -2
- CCC(=O)NC(/C=C/c1ccccc1)c1cc([N+](=O)[O-])c2cccnc2c1O (stereo not drawn)
    -56, -1.5, 64*, 28, 15, -4, 1, -1
- CCOC(=O)Cn1cc(C#N)c2ccccc21
    10, 1.0, 5, -8, 19, 9, 5, 2
- COc1ccc(Nc2cc(C(=O)NCc3cccnc3)c3ccccc3n2)c(OC)c1
    5, 2.4, -14, 13, 16, 4, -6, 2
- Cc1cccc(C(=O)NC(C)C(c2cccs2)N2CCOCC2)c1 (stereo not drawn)
    -4, 0.0, -5, 13, 20, 7, -4, -1
- Cc1[nH]nc2c1C(c1ccsc1)C(C#N)=C(N)O2 (stereo not drawn)
    27, -0.2, -15, 7, 0, 8, -6, -3
- COc1cc(C(=O)NCC(c2ccco2)N(C)C)cc(OC)c1OC (stereo not drawn)
    19, -0.7, -8, 7, -2, 1, 15, -2
- COC(=O)c1c(C)nn(-c2ccc(OC(F)(F)F)cc2)c1-c1snnc1C
    -31, -0.7, -21, -12, 5, 28, 1, -1
- CC(=O)Nc1ccc(OS(=O)(=O)c2c(C)cc(C)cc2C)cc1
    -6, 0.6, 3, 33, 46*, 41, 1, -4
- COc1ccccc1NC(=S)N(Cc1ccco1)Cc1cc2cc(C)c(C)cc2[nH]c1=O
    -17, 1.6, 59*, 19, 5, 8, 67*, -1
- Cc1cc(Cl)ccc1C(=O)C1CCCN(C(=O)c2ccc3ncccc3c2)C1 (stereo not drawn)
    -14, -0.9, 35, -18, 19, 11, 2, 0
- Cc1ccccc1Cn1c(C(=O)OC(C)C)cc2c1ccn2C
    12, 2.7, 1, 27, 25, 21, 9, 0
- COc1cccc(C2CCCN2Cc2nc(-c3sccc3C)oc2C)c1 (stereo not drawn)
    1, -0.9, 11, 15, 17, 18, 5, -2
- O=c1cc([O-])[n+]2c3n1CCCN3CCC2
    4, 0.3, -1, -9, -4, -6, 2, 1

3 entries from above, arranged by count of non-hydrogen atoms, largest number first:
Below each compound: 697 NFkB inh, CHOP UPR activ, Mdm2-MdmX inh, TIM10 inh, tim10-1 inh, tim23-1 inh, Jurkat NFkB inh, UPR XBP1 act
- COC(=O)c1c(C)nn(-c2ccc(OC(F)(F)F)cc2)c1-c1snnc1C
    -31, -0.7, -21, -12, 5, 28, 1, -1
- COc1cccc(C2CCCN2Cc2nc(-c3sccc3C)oc2C)c1 (stereo not drawn)
    1, -0.9, 11, 15, 17, 18, 5, -2
- Cc1ccccc1Cn1c(C(=O)OC(C)C)cc2c1ccn2C
    12, 2.7, 1, 27, 25, 21, 9, 0

(further entries)
Below each compound: 697 NFkB inh, CHOP UPR activ, Mdm2-MdmX inh, TIM10 inh, tim10-1 inh, tim23-1 inh, Jurkat NFkB inh, UPR XBP1 act
- C/C=C(\C)CN1CCC(Oc2ccc(C(=O)NCc3ccccn3)cc2)CC1
    8, 0.7, 14, 2, -2, 9, -9, -3
- CCOc1cc(C(=O)N=c2sccn2C)cc(Br)c1OC
    11, 2.3, 35, 16, 29, 42, -6, -2
- O=C(c1ccc(Cl)c(S(=O)(=O)N2CCCCCC2)c1)N1CCN(c2ccccn2)CC1
    -8, -0.6, 18, 27, 32, 32, 11, -2
- Cc1ccc(S(=O)(=O)N(CC(=O)Nc2ccccc2C(=O)O)c2cccc(Cl)c2C)cc1
    -28, 0.1, -21, 20, 8, 29, 5, -1
- CCCOc1ccc(C(C)=O)cc1CN1CCOCC1
    5, 0.2, -24, -7, -1, -2, -5, 0
- CSc1ccc(Cl)c(C(=O)OCC(=O)NCc2ccco2)c1
    5, -2.8, 17, 5, 13, 17, -12, 0
- CC(C)=CC1C(C(=O)Nc2ccc(S(=O)(=O)N3CCOCC3)cc2)C1(C)C (stereo not drawn)
    -37, -0.8, 10, 12, 24, 9, 6, -3
- COC(=O)c1sccc1NC(=O)CSc1ccccc1NS(=O)(=O)c1ccc(Cl)cc1
    -7, 2.2, -6, 21, 14, 28, 3, -1
- O=C(Nc1ccccc1F)c1ccccc1-c1ccc(C(F)(F)F)cc1
    -22, 4.5, -9, 9, 10, 16, 1, 0
- COC(=O)NNC(=O)COc1ccc2ccccc2c1Br
    -6, 1.2, -13, 22, 45*, 30, 4, 0
- COC(=O)/C(C#N)=C/c1ccc(OC(=O)c2ccccn2)cc1
    12, 1.8, 2, 21, 18, 17, 6, 3
- CS(=O)(=O)N1CCN(c2ccccc2NC(=O)c2cccs2)CC1
    10, -1.8, 0, 1, 13, 11, -9, 2
- COc1ccc(N=Cc2nc(-c3ccccc3)oc2OC(=O)c2ccccc2)cc1
    -100, 25, -5, 50*, 40, 43, -75, 26
- CCOc1ccc(NC(=O)CCC(=O)N/N=C2\CCCc3ccccc32)cc1
    -6, 0.3, 19, -4, -21, -2, 3, -5
- COc1ccc(CCNC(=O)CCC(=O)c2cccs2)cc1OC
    3, 1.6, -16, -3, -13, 2, 14, 0
- CC(C)c1ccc(NC2CCCN(C(=O)c3n[nH]c4c3CCC4)C2)cc1 (stereo not drawn)
    -39, 1.8, 22, 10, 33, 29, 28, -5
- CCOC(=O)c1cnc2c(C)cccc2c1NCCc1ccc(OC)c(OC)c1
    -29, -0.7, 25, 33, 30, -7, 12, -1
- O=C(c1ccccc1)N1CCC(c2nc3c(nnn3Cc3ccccc3Cl)c(=O)[nH]2)CC1
    -4, -1.3, -13, -4, -4, -2, -1, -4
- Cc1ccccc1C(=O)NCC(=O)NNC(=S)NC(=O)c1ccccc1
    -27, -2.6, -26, -1, 13, 31, 4, -1
- COc1ccc(CNC(=O)COC(=O)c2sccc2C)cc1OC
    11, -0.6, 14, -7, 0, 4, 14, -1
- O=C(NC1CCCCC1)C(c1ccc2ncccc2c1)N(Cc1ccco1)C(=O)c1ccc2c(c1)OCCO2 (stereo not drawn)
    21, 0.2, 8, -12, 7, 6, -18, -3
- CN(c1ccccc1)S(=O)(=O)c1cccc(NC(=O)COc2cccc([N+](=O)[O-])c2)c1
    8, -1.1, 5, 5, 15, 12, 4, -4
- COc1ccc(-n2c(=O)c3c4c(sc3n3cnnc23)CC(C)CC4)cc1 (stereo not drawn)
    9, 0.6, 38, 14, 19, 20, 16, 1
- COc1ccc(CCNC(=O)c2n[nH]c3ccccc23)cc1
    0, 2.8, -3, -5, -16, 18, -12, 1
- COc1ccc(C(=O)/C(=C\c2sccc2C)c2nc3ccccc3o2)cc1
    2, 1.7, 20, 13, 21, 5, -26, 0
- CC(=O)N1N=C2c3ccccc3CCC2C1c1cccs1 (stereo not drawn)
    -6, 1.3, -3, 4, 13, 21, -3, 0
- Cc1ccc(CSCC(=O)NN=C2CCN(C)CC2)cc1
    -15, 4.0, -12, 9, 3, 13, 12, -2
- COc1ccc(OC)c(CN2CCN(C(=O)CN3C(=O)NC4(CCCC4)C3=O)CC2)c1
    -10, -0.9, 14, 1, -14, -8, -5, 0
- CCOC(=O)c1nn(-c2cccc(OC)c2)c2nc(CC)c(C#N)c(=O)n12
    -18, -0.7, -13, 6, 6, 5, -7, 0
- O=C(c1c[nH]c2ccccc12)N1CCN(c2ccccc2)CC1
    6, 0.7, 14, 19, 25, 30, -7, 2
- Cc1ccc(OCC(=O)N2CCc3ccccc3C2)c([N+](=O)[O-])n1
    0, 0.9, -7, -12, -3, 0, 1, -2
- Cc1ccc(N(CC(=O)NCc2ccc(F)cc2)C(=O)c2csnn2)c(C)c1
    16, -0.4, -1, 17, 2, 15, -5, 1
- CCOC(=O)C1CCCN(S(=O)(=O)c2ccc(C)cc2)C1 (stereo not drawn)
    -17, -0.1, -29, 6, 10, 16, 3, -3
- C=CCn1c(SCC(=O)Nc2ncc(Cc3ccc(Br)cc3)s2)nnc1-c1ccncc1
    -1, -1.4, 17, 5, 5, 6, 2, -5
- CCCCN(C(=O)c1ccc(N2CCCC2=O)cc1)c1c(N)n(CC(C)C)c(=O)[nH]c1=O
    6, 0.1, 24, 11, 9, 7, -4, 6
- COc1ccc(-n2c(SCC(=O)NCc3ccco3)nc3c([nH]c4ccccc43)c2=O)cc1
    17, -1.2, 3, -12, -9, -18, -5, 2
- COc1cccc(N2CCN(c3ccc(S(=O)(=O)N4CCN(C)CC4)cc3[N+](=O)[O-])CC2)c1
    1, -1.9, -11, 12, 19, 21, 0, -3
- O=C(Nc1cc(F)ccc1F)N1CCN(c2ccnc3cc(Cl)ccc23)CC1
    22, 5.4, 23, 11, 22, 21, 8, -4
- CCOC(=O)c1ccc(CNC(=O)C2CCCCC2C(=O)OCC(F)(F)F)o1 (stereo not drawn)
    -14, 0.4, 0, -7, 13, 6, -10, -2
- O=C(Nc1nnc(-c2ccco2)o1)c1ccc(S(=O)(=O)N2CCCC2)cc1
    -9, 0.5, 10, 3, -11, -6, -18, 0

The order is random. Share with any hit: about 6.6%.
